# STAT1 inh – STAT1 signaling inhibition | NIH 3T3 STAT1-luciferase reporter, IFN-gamma, luminescence | inhibition, % at 5.5 µM | hit rate 0.35% among 200,000 | AID 920;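 active means inhibition above a set limit, the mean inhibition across all tested compounds plus 3 SD, cut at about 34% in these data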;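 further: 0% = IFN-gamma with DMSO and 100% = IFN-gamma with 300 µM nifuroxazide; values of inactives mirror those of a sister screen read the other way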
# TLR4-MyD88 BLA – TLR4-MyD88 interaction inhibition in cells; hit rate 0.18% among 200,000; O00206+Q99836; inhibition, % at 8.4 µM; AID 861; HeLa CL3-4 TLR4/MyD88 BLA complementation, FRET ratio; in the data active means inhibition above about 25%;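 further: 0% = vehicle and 100% = reference inhibitor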
# Target sequence (O00206 whole entry, looked up): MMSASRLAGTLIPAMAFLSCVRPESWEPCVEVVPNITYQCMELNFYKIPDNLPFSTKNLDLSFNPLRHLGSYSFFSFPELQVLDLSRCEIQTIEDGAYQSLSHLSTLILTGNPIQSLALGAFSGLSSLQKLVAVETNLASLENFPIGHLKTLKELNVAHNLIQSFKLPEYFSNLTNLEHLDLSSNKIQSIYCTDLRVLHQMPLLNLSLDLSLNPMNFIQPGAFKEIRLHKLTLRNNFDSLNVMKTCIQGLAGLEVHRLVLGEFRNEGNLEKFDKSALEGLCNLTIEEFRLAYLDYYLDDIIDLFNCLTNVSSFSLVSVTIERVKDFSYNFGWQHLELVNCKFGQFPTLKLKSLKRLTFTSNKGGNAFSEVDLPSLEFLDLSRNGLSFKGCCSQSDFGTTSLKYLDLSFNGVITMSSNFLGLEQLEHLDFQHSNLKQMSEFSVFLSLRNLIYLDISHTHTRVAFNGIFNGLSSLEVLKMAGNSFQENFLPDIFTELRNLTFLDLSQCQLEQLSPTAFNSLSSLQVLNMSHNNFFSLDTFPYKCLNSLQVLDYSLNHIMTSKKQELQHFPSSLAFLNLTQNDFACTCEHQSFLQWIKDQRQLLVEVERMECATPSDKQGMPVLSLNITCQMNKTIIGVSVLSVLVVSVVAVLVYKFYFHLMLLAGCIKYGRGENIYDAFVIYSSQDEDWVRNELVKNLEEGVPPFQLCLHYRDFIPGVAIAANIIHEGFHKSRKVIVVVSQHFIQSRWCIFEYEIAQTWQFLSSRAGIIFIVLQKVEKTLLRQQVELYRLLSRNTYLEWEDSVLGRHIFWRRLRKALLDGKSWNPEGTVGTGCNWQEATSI
# Target sequence (Q99836 whole entry, looked up): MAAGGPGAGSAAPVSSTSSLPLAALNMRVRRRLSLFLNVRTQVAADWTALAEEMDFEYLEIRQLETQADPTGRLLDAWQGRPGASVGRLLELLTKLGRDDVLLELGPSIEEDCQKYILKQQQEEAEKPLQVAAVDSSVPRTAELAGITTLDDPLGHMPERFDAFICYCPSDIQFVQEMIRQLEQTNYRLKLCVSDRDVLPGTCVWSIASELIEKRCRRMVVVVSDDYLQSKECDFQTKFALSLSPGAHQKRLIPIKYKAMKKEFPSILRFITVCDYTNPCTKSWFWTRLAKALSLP
# ROMK mod – modulates human ROMK potassium channel activity. P48048. Tet-inducible ROMK, thallium flux fluorescence; actives lie on both sides. B-score at 10 µM. hit rate 2% among 130,000. AID 1918;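 active means signal ratio slope over the read window, or its plate-corrected B-score, at least 3 SD from the plate mean, either direction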;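 further: B-score of the F/F0 ratio slope over 7 to 12 s after thallium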
# S1P3 antag – antagonists of human S1P3 receptor; hit rate 0.27% among 170,000; AID 485; inhibition, % at 4.98 µM; CHO S1P3 NFAT-BLA reporter, FRET fluorescence, antagonist mode;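 active means inhibition above the plate cutoff, the mean inhibition of test wells on that plate plus 3 SD, cut at about 28% in these data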;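 further: cells challenged with S1P at its EC80 of 0.8 µM; blue over green emission ratio from cleaved BLA substrate after 4 h stimulation; 0% = S1P-stimulated wells and 100% = unstimulated DMSO-only wells; some compounds past the cut are filed as inactive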
# PPARg SRC2 recr – agonists of SRC-2 recruitment by human PPARgamma; activation, % at 8 µM; P37231; PPARgamma LBD-SRC-2 recruitment, biochemical; hit rate 0.34% among 200,000; in the data active means activation above about 22%;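 further: 0% = vehicle and 100% = reference agonist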
# PPARg SRC-3 ag – PPARgamma-driven SRC-3 recruitment agonism | P37231 | hit rate 0.26% among 200,000 | AID 731 | activation, % at 8 µM | biochemical PPARgamma/SRC-3 coactivator recruitment assay; in the data active means activation above about 23%;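 further: 0% = DMSO and 100% = reference agonist; some compounds past the cut are filed as inactive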
# STAT3 activator – STAT3 signaling activation. U3A cells, IL-6 STAT3-luciferase reporter, luminescence; 100% = signal with IL-6 EC80 alone. activation (% of control), % at 5.6 µM. hit rate 0.91% among 190,000;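 active means activation above the screen-wide mean of compound activation plus 3 SD, cut at about 130% in these data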;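 further: 0% = background luminescence of wells with medium and substrate only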
#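 Test system: STAT3-luciferase reporter U3A cells; Detection: reporter luminescence signal; Times: 1 h compound pre-exposure, 6 h IL-6 stimulation, 37 °C; Benchmarks: IL-6-only high control; Also added: IL-6 stimulus at 33 ng/mL final.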
# SRC2 TRFRET art – counter-screen for PPARgamma SRC-2 recruitment agonists: TR-FRET artefact | active compounds read high | TR-FRET ratio at 8 µM | hit rate 0.4% among 200,000; in the data active means TR-FRET ratio above about 2000; further: inactives centre near 1500
# PPARg SRC1 recr – promotes SRC-1 coactivator recruitment by human PPARgamma | P37231 | hit rate 0.41% among 200,000 | activation, % at 8 µM | PPARgamma-SRC-1 coactivator recruitment biochemical assay; in the data active means activation above about 19%;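 further: 0% = DMSO and 100% = reference agonist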
# RAM inhibit – inhibitors of the yeast RAM network | S. cerevisiae dse1pr::URA3 reporter, 5-FOA growth OD615, 2 d; analog-sensitive cbk1-as2 kinase mutant strain | inhibition, % at 50 µM | hit rate 1.8% among 190,000;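 active means inhibition above a set limit, 3 SD over mean compound inhibition, cut at about 8.4% in these data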;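 further: 0% = DMSO-only wells with no growth and 100% = 10 µM 1-NA-PP1 full growth; inhibition rescues growth on 5-FOA so higher OD means more RAM inhibition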
# STAT3 inh – reduces IL-6 driven STAT3 reporter signal | hit rate 0.89% among 190,000 | U3A cells, IL-6 STAT3-luciferase reporter, luminescence; host cell line lacks STAT1 | AID 862 | inhibition, % at 5.5 µM;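 active means inhibition above the mean inhibition across all screened compounds plus 3 SD, cut at about 44% in these data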;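 further: 0% = DMSO only wells and 100% = 100 µM nifuroxazide control wells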
# Active calls of the source: *; / = not tested or not shown. Compounds were not picked by outcome; about 5.6% have a hit in one of these screens.
SMILES,STAT1 inh,TLR4-MyD88 BLA,ROMK mod,S1P3 antag,PPARg SRC2 recr,PPARg SRC-3 ag,STAT3 activator,SRC2 TRFRET art,PPARg SRC1 recr,RAM inhibit,STAT3 inh
CN(C)C(=O)c1cccn(Cc2cccc(C(F)(F)F)c2)c1=O,-2,-4,0.48,12,9,4,103,1585,6,1.1,-1
CCOC(=O)c1ccccc1NC(=O)c1n[nH]c(=O)c2ccccc12,17,-9,0.022,-18,2,3,102,1593,10,1.0,3
COc1ccccc1NC(=S)NCc1ccco1,0,7,-0.23,/,2,-8,100,1426,0,2.1,6
CCOC(=O)C1=C(CC)OC(N)=C(C#N)C1c1cccs1 (stereo unspecified),14,5,/,/,-3,1,101,1340,3,2.6,0
O=C(C[n+]1ccc(/C=N/O)cc1)NC1CCCCC1,1,-3,-0.034,-4,-1,4,95,1576,9,-0.5,8
Cn1ncc([N+](=O)[O-])c1C(=O)Nc1ccc2c(c1)OCCO2,-3,2,/,/,-7,-2,91,1387,3,1.6,12
O=C(CSc1oc(-c2ccco2)nc1S(=O)(=O)c1ccc(Cl)cc1)NCC1CCCO1 (stereo unspecified),4,-15,-1,/,13,3,99,1712,5,2.0,1
CCc1nnc(NC(=O)C2CCCCN2S(=O)(=O)c2ccccc2)s1 (stereo unspecified),6,0,-0.18,-10,-12,-5,107,1533,-2,-0.2,-7
CCC(=O)N1CCN(C(C)=O)C1c1ccccc1 (stereo unspecified),0,2,/,7,4,8,97,1524,2,3.2,9
CCOC(=O)C1=C(N)N(c2cc(S(=O)(=O)N3CCOCC3)ccc2Cl)C(=O)C1,-6,-3,0.011,-10,3,6,103,1615,13,-0.1,7
CCOC(=O)c1c(C)n(C)c2ccc(OCC(O)CN3CCN(C)CC3)cc12 (stereo unspecified),-3,-13,/,-12,-3,-6,101,1466,-2,0.5,8
COCCOC(=O)C1=C(N)OC2=C(C(=O)CC(C)(C)C2)C1c1cccnc1 (stereo unspecified),3,-8,/,/,-4,4,107,1470,-1,0.2,-4
O=c1c2ccccc2nc2c3ccccc3c(NCc3ccco3)nn12,-6,12,/,/,3,5,94,1528,3,3.2,8
CCC(C)N(C(=O)c1csnn1)C(C(=O)NCc1ccc(F)cc1)c1ccco1 (stereo unspecified),-4,6,-0.71,4,11,3,104,1678,7,0.9,-3
CCOc1ncccc1C(=O)NCc1ccc(OC)cc1,-7,2,/,/,6,6,113,1596,7,5.4,-10
O=C(O)CN1C(=O)SC(Nc2ccc(C(=O)O)cc2)C1=O (stereo unspecified),3,-10,0.0063,/,2,0,103,1567,8,-0.9,-4
O=C1c2ccccc2C(=O)c2cc(S(=O)(=O)Nc3ccccc3)ccc21,1,0,0.018,-4,8,1,101,1324,-3,1.8,-2
Cc1ccc(NS(=O)(=O)c2ccc(NC(=O)c3cccs3)cc2)c(C)c1,-1,-4,-0.048,5,0,-4,95,1491,0,4.2,8
Cc1ccc(N(C(=O)c2csnn2)C(C(=O)NC(C)(C)C)c2ccccn2)cc1 (stereo unspecified),0,3,-0.18,-6,4,0,108,1562,3,1.1,-4
COc1ccccc1/C=N/n1c(C)nnc1-n1nc(C)cc1C,6,8,0.25,/,9,5,94,1530,3,2.4,12
CCn1c(CNC(=O)c2cccs2)nnc1SCC(=O)NCCc1ccccc1,-1,-3,/,-19,5,-1,98,1579,5,0.1,8
CCOC(=O)c1sc(-c2ccc(Br)cc2)cc1N,-42,3,/,/,15,6,102,1901,5,6.8,1
Cc1ccc(C2=NN=C(NC(=O)CSc3nncn3C)SC2)cc1,17,-1,0.19,-11,-4,1,78,1358,-14,1.2,28
CC1CC(C)CN(C(=O)/C=C/c2ccc([N+](=O)[O-])s2)C1 (stereo unspecified),6,-12,-1.3,0,0,0,99,1549,2,-1.1,11
COc1cccc(OCc2nc(-c3cccc([N+](=O)[O-])c3)no2)c1,3,3,1.1,-15,-7,0,104,1370,-10,4.3,8
O=C(O)c1ccccc1OCCOCCOc1ccccc1C(=O)O,5,-6,1.1,-5,-5,10,99,1422,2,1.9,4
COc1ccccc1C(=O)C1CCCN(C(=O)CSc2ccccn2)C1 (stereo unspecified),0,-1,-0.014,-17,24*,3,94,1688,4,0.6,12
CN(C)CCCN1C(=O)C(O)=C(C(=O)c2cccs2)C1c1cccc([N+](=O)[O-])c1 (stereo unspecified),-8,0,0.41,4,8,-1,104,1597,4,0.5,2
COc1cccc(/C=C2\SC(=S)NC2=O)c1OS(=O)(=O)c1ccc(NC(C)=O)cc1,5,-1,1.1,-14,4,5,94,1378,7,3.7,15
CCC(=O)N1C(C(=O)N2CCCC2)CSC1c1ccc(OC)cc1 (stereo unspecified),-6,-3,-0.22,-29,5,-1,95,1644,11,0.4,6
Cc1ccc(N=N/C(=C\O)C(=O)c2ccc(Cl)cc2)cc1,-14,-12,1.2,-5,3,2,95,1656,2,4.5,14
CC(C)c1cc(C(=O)OCC(=O)NC(=O)NCc2ccco2)c(O)c(C(C)C)c1,-8,-2,0.15,-4,0,3,111,1562,3,6.0,-9
CC1CCc2cc(F)ccc2N1C(=O)c1ccncc1 (stereo unspecified),10,-19,/,-14,4,4,96,1633,7,-0.1,8
COc1cc(NC(=O)COC(=O)CSc2ccccc2F)c(C)cc1[N+](=O)[O-],-9,-16,/,-2,4,0,106,1374,-7,0.8,-6
COc1ccccc1C1/C(=C(/O)c2ccccc2)C(=O)C(=O)N1CC(C)C (stereo unspecified),8,-2,/,-19,-4,1,95,1459,0,4.7,11
O=C(COC(=O)/C=C/c1cccc(Cl)c1)Nc1ccccc1-c1ccccc1,1,14,0.045,-8,19,3,98,1796,5,6.1,0
Cc1cc(C(=O)NNC(=O)c2nn(C)c(=O)c3ccccc23)c(C)o1,2,-7,0.77,-8,5,3,76,1606,7,1.1,31
COc1ccccc1NC(NC(=O)c1cccnc1)C(Cl)(Cl)Cl (stereo unspecified),-8,1,/,-5,-6,-5,101,1299,2,0.8,4
O=c1[nH]c(/C=C/c2cccnc2)c([N+](=O)[O-])c(=O)[nH]1,-18,6,0.64,7,6,1,109,1539,2,1.7,-7
Cc1cc(NC(=O)CSc2nc(-c3ccccc3)cs2)no1,-4,5,/,-1,3,0,89,1631,5,4.6,17
CCSc1nc(=S)n(Cc2ccccc2)c(C)c1C(C)=O,6,0,0.13,4,8,7,108,1542,10,1.9,-4
CN(C)c1c2ccccc2nc2c(F)c(F)c(F)c(F)c12,-3,-30,-1.7,-17,-10,-1,97,1678,-2,1.5,14
Cc1cccc(C)c1OC(=O)CN(c1ccc(Cl)cc1)S(C)(=O)=O,12,0,/,/,0,-4,103,1562,-5,1.2,2
COc1ccc(OC(C)C(=O)NCCc2nc3ccccc3[nH]2)cc1 (stereo unspecified),-2,2,-0.35,-5,1,-2,98,1635,3,0.0,6
O=C1COc2ccc(C(=O)c3ccccc3C(=O)O)cc2N1,11,-8,-1,-6,7,7,95,1542,8,0.8,7
COc1ccccc1NC(=O)CSc1ncn(-c2ccccc2)n1,6,-3,-0.14,/,-1,-1,97,1782,-3,-1.1,8
COc1ccc(-c2noc(CCC(=O)NC3CCCCC3)n2)cc1OC,3,-1,0.39,13,6,-2,109,1488,4,0.5,-8
COc1ccc(/C=C/C(=O)c2ccc3ccccc3c2O)cc1CN1CCOCC1,-6,-7,1.6,-5,6,-1,104,1538,1,-0.9,-4
CC(=O)c1ccc(NC(=O)Nc2ccc(Cl)cc2)cc1,-36,6,/,/,6,3,105,1665,2,0.5,-5
Cc1cccc(-n2nc3c(c2NC(=O)c2ccco2)CS(=O)(=O)C3)c1C,4,7,0.94,9,0,-2,99,1685,4,0.9,8
CCOC(=O)C1CCN(C(=O)CSC2=NCCS2)CC1,-3,-13,/,-16,0,-4,110,1394,-7,-0.3,-5
COc1ccc(OCC(=O)c2c(O)c3ccccc3oc2=O)cc1,-2,-4,/,-22,2,4,103,1631,8,-0.8,1
O=C(O)CC(NC(=O)C(c1ccccc1)c1ccccc1)c1ccc(F)cc1 (stereo unspecified),0,10,0.18,0,1,2,91,1664,-2,2.3,16
O=C(Nc1ccc(Cl)c(Cl)c1)C1=Cc2ccccc2OC1,-27,6,1.1,/,14,5,101,1632,-4,1.3,3
CCCn1c(N)c(C(=O)CSc2nnc(C)n2Cc2ccccc2)c(=O)n(C)c1=O,-3,-10,1.2,/,-5,-12,97,1431,-5,2.6,3
O=C(CSc1nnc(-c2ccccc2NC(=O)c2ccccc2)o1)OC1CCCCC1,-9,-10,/,/,0,5,99,1609,1,/,4
CCOC(=O)c1cnn(-c2ccc(C)cc2)c1N,-12,4,-0.99,/,3,-3,95,1327,-1,0.8,3
COc1ccc(-c2cc(C(=O)Nc3cc(OC)c(OC)c(OC)c3)no2)cc1OC,3,2,/,-38,-2,-5,103,1566,0,3.3,5
COc1cccc(C(=O)Nc2nc3ccccc3[nH]2)c1,44*,-2,/,/,7,16,29,1763,7,-0.2,86*
Cc1cccc(CN2CCC(CNC(=O)C3CCCN(S(=O)(=O)c4cnc[nH]4)C3)CC2)c1 (stereo unspecified),7,3,/,-2,0,2,106,1532,4,0.3,-7
# Further compounds
SMILES,STAT1 inh,TLR4-MyD88 BLA,ROMK mod,S1P3 antag,PPARg SRC2 recr,PPARg SRC-3 ag,STAT3 activator,SRC2 TRFRET art,PPARg SRC1 recr,RAM inhibit,STAT3 inh
CCOc1cc2[nH]c(=S)n(CCOC)c(=O)c2cc1OCC,2,-9,-0.022,/,-3,-3,100,1593,-6,1.7,4
CCN1CCCC1CNC(=O)CSCc1nc(-c2ccccc2C)oc1C (stereo unspecified),2,4,0.6,-40,-2,4,107,1413,2,0.1,-5
O=C(O)/C=C/C(=O)NCCC1=CCCCC1,0,2,-0.077,-1,0,1,102,1766,7,1.6,6
COC(CNC(=O)c1ccc2c(c1)nc(C)n2-c1cccc(F)c1)OC,0,4,0.22,/,2,-5,102,1686,-1,1.3,-2
Cc1ccc(NC(=O)CCC(=O)NNC(=O)c2ccccc2[N+](=O)[O-])c(C)c1,-6,4,0.16,-6,-2,2,108,1418,-6,0.6,-5
CC(=O)c1c(O)ccc2c(-c3ccccc3)cc(=O)oc12,-3,8,-0.27,-14,-7,0,102,1599,-1,4.5,-4

# Source: PubChem (several laboratories)
